Source: PubChem BioAssay
mIDH1 inhibitor: blocks human mutant IDH1 R132H enzyme | O75874 | IDH1-R132H enzyme, NADPH consumption, diaphorase/resazurin fluorescence | Potency, µM (doses to about 76.6 µM), for inactives: at the highest dose activity change, negative = inhibition, usual class: inhibitors | hit rate 0.093% among 390,000; further: potency means the concentration at half of the fitted maximal effect; on the % scale 0 is the no-effect control and ±100 the full control effect; nearly all actives have a fitted effect of over 65% in size
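IDH1-R132H (0.5 ug/mL) preincubated 30 min with compound, then NADPH (0.016 mM) and alpha-KG (2 mM) added; 80 min at RT, pH 7.5. Remaining NADPH coupled via diaphorase/resazurin to fluorescence (540/590 nm); concentration-response curves normalized to no-enzyme control.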
PI4K2A block: PI4K2A (human) kinase inhibition | purified PI4K2A, ADP-Glo luminescence, 1 h; active compounds read low | activity change, negative = inhibition, % at 76.9 µM | hit rate 0.13% among 420,000; in the data active means activity change below about -50%; inconclusive means mostly about -30% to -49%;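 further: -100% = wells without enzyme as full effect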
Target sequence (Q9BTU6 whole entry, looked up): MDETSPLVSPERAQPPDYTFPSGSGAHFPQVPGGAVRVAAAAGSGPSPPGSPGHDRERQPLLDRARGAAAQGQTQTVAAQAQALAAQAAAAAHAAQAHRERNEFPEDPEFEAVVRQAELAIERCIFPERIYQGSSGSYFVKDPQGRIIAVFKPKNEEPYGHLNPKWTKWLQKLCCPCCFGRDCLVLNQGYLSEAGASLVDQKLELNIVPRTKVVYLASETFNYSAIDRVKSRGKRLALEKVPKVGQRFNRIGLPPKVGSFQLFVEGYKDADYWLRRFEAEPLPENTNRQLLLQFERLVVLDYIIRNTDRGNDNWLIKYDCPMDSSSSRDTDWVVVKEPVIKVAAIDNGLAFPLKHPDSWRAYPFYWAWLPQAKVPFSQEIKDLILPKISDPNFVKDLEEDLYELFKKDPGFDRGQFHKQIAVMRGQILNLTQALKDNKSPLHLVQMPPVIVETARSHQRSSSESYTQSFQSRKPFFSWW
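Compounds are screened against recombinant PI4K2A using PI as substrate and ATP, the latter dispensed at 300 microM. Reactions run one hour at ambient temperature before ADP-Glo detection; full inhibition defined by wells lacking enzyme.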
PGK inhibitor: inhibitors of T. brucei phosphoglycerate kinase; Potency, µM (top dose mostly 57.5 µM), for the others: at the highest dose activity change, negative = inhibition, most hits filed as inhibitors; AID 602233; hit rate 0.043% among 380,000; PGK/GAPDH coupled, Kinase-Glo luminescence, 60 min; further: potency means the concentration at half of the fitted maximal effect; on the % scale 0 is the no-effect control and ±100 the full control effect; nearly all actives have a fitted effect of over 60% in size
Target sequence (P07378 whole entry, looked up): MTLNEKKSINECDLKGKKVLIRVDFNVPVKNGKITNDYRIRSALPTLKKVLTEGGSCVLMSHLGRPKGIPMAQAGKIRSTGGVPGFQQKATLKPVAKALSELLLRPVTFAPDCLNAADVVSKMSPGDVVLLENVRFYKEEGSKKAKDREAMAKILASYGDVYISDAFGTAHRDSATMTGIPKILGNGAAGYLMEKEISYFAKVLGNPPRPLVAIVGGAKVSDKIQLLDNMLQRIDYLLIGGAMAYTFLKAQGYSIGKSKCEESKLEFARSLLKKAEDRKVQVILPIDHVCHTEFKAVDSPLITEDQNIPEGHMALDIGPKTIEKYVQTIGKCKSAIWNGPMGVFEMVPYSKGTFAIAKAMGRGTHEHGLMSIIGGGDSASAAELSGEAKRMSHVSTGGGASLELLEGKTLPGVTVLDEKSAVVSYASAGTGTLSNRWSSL
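Recombinant glycosomal PGK reaction used 1,3-bisphosphoglycerate generated in-well by GAPDH (100nM final) in 100mM TEA pH 7.6, 5mM MgCl2, 0.01% Tween-20. After 60 minutes at room temperature, ATP was read by Kinase-Glo Plus luminescence end-point.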
rTrxR1 inhibitor: inhibitors of rat thioredoxin reductase 1; O89049; recombinant rTrxR1, NADPH fluorescence consumption, selenite substrate; Potency, µM (highest dose often 114 µM), inactives show at the highest dose activity change, negative = inhibition, hits mostly inhibitors; hit rate 1% among 390,000; further: potency means the concentration at half of the fitted maximal effect; on the % scale 0 is the no-effect control and ±100 the full control effect; nearly all actives have a fitted effect of over 65% in size
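Rat TrxR1 (90 nM in the dispensed reagent) was pre-reduced with 400 uM NADPH for 5 min at room temperature, then incubated with compound for 15 min. After 400 uM selenite was added, NADPH fluorescence (Ex 340/Em 450 nm) was followed for 8 min.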
Pin1 inh: inhibitors of human Pin1 | Pin1 FP peptide displacement, HiFluor488, 10 min | hit rate 0.009% among 390,000 | Potency, µM (series often up to 115 µM), for the others: at the top dose activity, negative = inhibition, actives largely listed as inhibitors; active means well fitted inhibition curve with a large enough effect in the polarisation, with a control signal flat, not every such curve was filed as active; inconclusive means small, poorly fitted or top-dose-only effect, or effect the other way, or a change in a side signal; inactive means no such curve, though single readings can be large or run the other way; the % refers to the polarisation; further: potency means the concentration at half of the fitted maximal effect; on the % scale 0 is the no-effect control and ±100 the full control effect
Target sequence (Q13526 whole entry, looked up): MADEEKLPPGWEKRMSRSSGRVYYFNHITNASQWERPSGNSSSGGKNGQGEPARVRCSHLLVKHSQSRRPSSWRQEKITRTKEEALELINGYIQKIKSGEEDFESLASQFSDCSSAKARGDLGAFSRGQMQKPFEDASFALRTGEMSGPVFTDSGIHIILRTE
USP1 inh: blocks the human USP1/UAF1 deubiquitinase complex; O94782; hit rate 0.23% among 390,000; recombinant USP1/UAF1, Ub-Rhodamine cleavage fluorescence; Potency, µM (titrated, usually from 57.1 µM), without a hit: at the highest dose activity change, negative = inhibition, most hits filed as inhibitors; further: potency means the concentration at half of the fitted maximal effect; on the % scale 0 is the no-effect control and ±100 the full control effect; nearly all actives have a fitted effect of over 60% in size; inactives centre near -12
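1 nM enzyme complex + cpd, 15 min RT; start with Ub-Rho 150nM final; kinetic fluorescence ex 480/em 540, 6 reads q60 s. Buffer 50mM HEPES pH 7.8, 0.5mM EDTA, 0.1 mg/ml BSA, 1mM TCEP, 0.01% Tween-20.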
HP1b chromo inh: HP1-beta chromodomain-methylated histone interaction inhibition; AlphaScreen HP1-beta / biotin-H3K9me3 peptide binding; Potency, µM (doses to about 114 µM), without a hit: top-dose activity change, negative = inhibition, most hits filed as inhibitors; hit rate 0.56% among 390,000; AID 540317; further: potency means the concentration at half of the fitted maximal effect; nearly all actives have a fitted effect of over 70% in size; inactives centre near 23
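Compound inhibition of the preformed complex between 50 nM HP1-beta and 50 nM biotinylated H3K9me3 peptide was read by AlphaScreen. Buffer was PBS pH 7.4 with 0.01% Tween-20. Incubations ran 30 min at room temperature, with 10 ug/mL donor/acceptor beads.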
TrxR1 substrate: rat thioredoxin reductase 1 substrate activity; O89049; AID 588456; hit rate 0.01% among 390,000; purified TrxR1 substrate turnover, NADPH consumption readout; Potency, µM (doses to about 114 µM), for inactives: at the top dose activity change, negative = substrate turnover; further: potency means the concentration at half of the fitted maximal effect; on the % scale 0 is the no-effect control and ±100 the full control effect; nearly all actives have a fitted effect of over 50% in size
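Rat TrxR1, dispensed at 90 nM, was prereduced with 400 uM NADPH (final) for 5 min at ~22 deg C, then incubated with compound 15 min before 400 uM selenite. A first-read NADPH fluorescence drop versus no-compound background flagged substrates.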
GLS inhibitor: inhibitors of human glutaminase (GLS) | GLS enzymatic activity, qHTS titration | O94925 | hit rate 0.21% among 410,000 | Potency, µM (titrated, usually from 45.5 µM), for inactives: top-dose activity change, negative = inhibition, actives largely listed as inhibitors; further: potency means the concentration at half of the fitted maximal effect; on the % scale 0 is the no-effect control and ±100 the full control effect
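Enzyme dispensed in phosphate buffer (45 mM, pH 8.2, 0.02% Tween-20), compounds pinned in, then 1 mM L-glutamine solution and the glutamate oxidase–HRP–Amplex Red mix added; fluorescence read immediately and again after 30 min at room temperature.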
* hit, by the source's call; i = inactive; ? = inconclusive; nt = not tested or not shown; & = joins results of further samples; [ ] = dose if it differs, or a comment. Unless noted, the call rests on the fitted dose curve; in most records, active means well fitted curve in the direction sought with a large enough effect; inconclusive means small, poorly fitted or top-dose-only effect, or another doubt; inactive means no such curve, though single readings can be large; an effect the other way counts as inactive or inconclusive. The list is partial; the hit share may differ from the screen's.

mol,mIDH1 inhibitor,PI4K2A block,PGK inhibitor,rTrxR1 inhibitor,Pin1 inh,USP1 inh,HP1b chromo inh,TrxR1 substrate,GLS inhibitor
O=C(CNC(=O)c1ccc2c(c1)OCCO2)N/N=C/c1ccc(Cl)cc1,2.1%,-1.5,-6.7%,14.6%,-4.2%,-11.4%,53.9%[activator],-0.3%,5.1%
COc1ccc(Cl)cc1NC(=O)C(C)n1nnc2sc3c(c2c1=O)CCCC3 (centres undefined),nt,-3.1,nt,3.8%,38.4%[activator],-9.3%,9.0%,-4.7%,-0.6%
COc1cccc(C(=O)OCCN2CCOCC2)c1,10.4%,-5.0,-0.3%,6.7%,-8.6%,-21.5%,68.9%[activator],0.4%,2.6%
COc1cc(S(=O)(=O)N2CCN(C(=O)c3cccs3)CC2)ccc1NC(C)=O,10.2%,-0.7,-7.5%,nt,nt,-15.6%,nt,nt,-4.6%
O=C(O)CC(CC(=O)Nc1ccc(C(=O)O)cc1)c1ccccc1 (centres undefined),-1.0%,1.2,-1.3%,0.0%,-3.0%,-13.5%,29.1%,0.0%,1.5%
COc1ccc2ccc(O)c(CN3CCN(S(=O)(=O)c4cc([N+](=O)[O-])ccc4C)CC3)c2c1,-11.6%,-2.2,-9.3%,-17.2%,0.0%,-2.5%,22.4%,-6.4%,8.2%
CCC(=O)Nc1ccc2nc(SCC(=O)N3CCOCC3)sc2c1,16.8%,4.3,-7.1%,32.7%[57.1 µM],-3.2%,?,0.2%,6.7%[57.1 µM],?
CC1Sc2ccc(S(=O)(=O)CCC(=O)N(C)Cc3ccco3)cc2NC1=O (centres undefined),5.8%,0.1,-8.4%,7.0%[57.1 µM],3.1%,-23.2%,-4.8%,7.0%[57.1 µM],-0.8%
COc1ccc(NC(=O)C2CCCNC2=O)cc1 (centres undefined),26.1%,-1.4,i,19.6%,-3.0%,-23.1%,66.1%[activator],5.6%,-2.1%
CCOc1ccc2c(c1)NC(c1ccc(OCC)c(OCC)c1)=NC(c1ccc(F)cc1)=N2,-15.4%,1.3,3.9%,13.9%,-6.7%,-12.0%,?,-10.1%,2.0%

(list continues)
mol,mIDH1 inhibitor,PI4K2A block,PGK inhibitor,rTrxR1 inhibitor,Pin1 inh,USP1 inh,HP1b chromo inh,TrxR1 substrate,GLS inhibitor
O=C(NCCCN1CCCC1=O)C(=O)NCC1OCCN1S(=O)(=O)c1ccc(Br)cc1 (centres undefined),2.8%,0.9,1.5%,-9.8%,-19.3%,-6.5%,27.4%,-14.5%,0.2%
Cc1cccc(COCC(Cc2ccccc2)N2CCN(C(=O)c3ccc(C(F)(F)F)cc3)CCC2=O)c1 (centres undefined),-3.9%[38.3 µM],2.6,-2.2%,7.2%,5.1%,?,45.4%[activator],-1.2%,-9.8%
Cc1ccc(C(=O)N/C(=C\c2cccs2)C(=O)NCc2ccncc2)cc1,2.1%,-2.8,-1.3%,21.7%[57.1 µM],-10.1%,2.1%,27.5%,6.5%[57.1 µM],3.0%
Cn1c(Cl)c(/C=N/OC(=O)c2ccc(Cl)cc2)c2ccccc21,-3.3%,-7.7,-0.6%,-4.0%[57.1 µM],2.3%,5.3%,55.7%[activator],0.6%[57.1 µM],0.2%
Cc1ccccc1CN(c1ccc(C(=O)N2CCN(C)CC2)cc1)S(C)(=O)=O,-0.3%,1.4,7.1%,19.8%[57.1 µM],-2.4%,-12.9%,14.5%,5.1%[57.1 µM],7.1%
O=C(CCc1ccccn1)N1CCCC(N2CCN(c3ccc(F)cc3)CC2)C1 (centres undefined),-0.9%,8.0,-10.4%,-13.6%,0.8%,-0.5%,15.8%,-10.9%,22.5%
COc1ccc(OCCN2C(=O)c3ccccc3C2=O)c([N+](=O)[O-])c1,-2.8%,0.8,3.3%,14.5%,-6.8%,-16.6%,38.7%,-0.9%,2.3%
Cc1cc(F)ccc1N1CCC(N2CCN(CCC(C)C)C(CCO)C2)CC1 (centres undefined),8.9%,-0.4,i,28.8%[57.1 µM],3.7%,-13.0%,9.0%,1.4%[57.1 µM],4.8%
CO/N=C/NC(=O)c1c(OC)ccnc1Oc1ccc(Cl)cc1,0.9%,2.0,4.1%,3.7%,3.2%,1.2%,29.0%,6.4%,3.4%
CCCOc1ccc(Cn2c(O)cc(=O)[nH]c2=O)cc1,-6.2%,?,3.2%,-30.3%,66.2%[activator],-23.4%,30.4%,1.0%,5.2%

Next part.
mol,mIDH1 inhibitor,PI4K2A block,PGK inhibitor,rTrxR1 inhibitor,Pin1 inh,USP1 inh,HP1b chromo inh,TrxR1 substrate,GLS inhibitor
COc1ccc(CNC(=O)c2c(O)c3cc(OC)c(OC)cc3[nH]c2=O)cc1OC,-1.3%,-3.8,-5.0%,8.1%[57.1 µM],-0.2%,-19.4%,53.6%[activator],0.4%[57.1 µM],-1.4%
CCCn1nnc(NC(=S)NC(=O)c2ccc(-c3ccc(Br)cc3)o2)n1,7.9%,4.1,-4.1%,-5.0%,1.0%,-10.7%,17.0%,5.4%,3.5%
N#CC1=C(N)OC2=C(C(=O)CC(c3ccccc3)C2)C1c1cccnc1 (centres undefined),-5.3%,-0.9,-9.5%,-16.2%,-2.5%,-8.2%,26.7%,-6.2%,8.4%
CCOC(=O)C1(CCc2ccccc2)CCN(C(=O)c2ccoc2)CC1,-1.5%,-0.6,i,14.3%[57.1 µM],-2.6%,?,10.9%,12.1%[57.1 µM],15.1%
Cc1ccccc1NC(=O)CSc1nnnn1C,4.8%,1.7,i,2.1%,-1.7%,-22.6%,49.1%[activator],-2.1%,-12.9%
CCC(C)NC(=O)Cn1ccc2cc(S(=O)(=O)N3CCCCCC3)ccc21 (centres undefined),11.3%&11.8%,-3.2&3.2,-3.5%&5.2%,10.1%&6.7%,-8.1%&5.2%,-7.9%&-16.2%,23.7%&36.3%,-0.8%&-5.5%,0.4%&1.1%
CCC(C)NC(=O)C1CCN(C(=O)c2ccc(-n3ccc4ccccc43)s2)CC1 (centres undefined),-2.3%,-2.1,-13.5%,8.2%[57.1 µM],4.8%,-19.0%,-6.9%,1.7%[57.1 µM],-7.8%
N#CCSc1nccc(-c2cc(Cl)sc2Cl)n1,-1.1%,2.7,3.4%,9.1%[57.1 µM],-10.7%,-13.5%,51.7%[activator],8.2%[57.1 µM],5.0%
N=c1c2c3c(sc2ncn1CCCO)CCCC3,2.9%,-2.8,-3.8%,5.9%[57.1 µM],-0.5%,-22.1%,45.7%[activator],-7.4%,-15.2%
CCc1cc(C(=O)c2ccc(OC)cc2)c(NC(=O)CN2CCCC2)s1,46.5µM*,-7.0,-3.3%,-21.6%,12.4%,-10.7%,?,1.8%,2.3%

Carrying on.
mol,mIDH1 inhibitor,PI4K2A block,PGK inhibitor,rTrxR1 inhibitor,Pin1 inh,USP1 inh,HP1b chromo inh,TrxR1 substrate,GLS inhibitor
Cc1cc(C)cc(OCC(=O)NN2C(=O)c3ccccc3C2=O)c1,-0.8%,0.2,-7.5%,12.6%,2.6%,-6.3%,39.7%[activator],-0.5%,-0.6%
Cc1ccc2[nH]c3c(=O)n(CC(=O)N4CCN(C)CC4)ncc3c2c1,1.4%,5.2,-6.1%,35.5µM*,-1.3%,-20.9%,43.9%[activator],1.7%,-5.2%
COc1ccccc1N1C(=O)C2C(C(=O)c3ccccc3)=NN(c3ccccc3)C2C1=O (centres undefined),3.0%,-0.7,-8.6%,-6.6%[57.1 µM],?,?,99.4%[activator],2.0%[57.1 µM],-4.5%
Nc1nncn1C(=O)c1cc(Br)ccc1Cl,3.2%,6.8,-5.7%,15.2%[57.1 µM],1.5%,-5.2%,17.3%,3.8%[57.1 µM],2.3%
Cc1cc(NC(=O)CN(C)CC(=O)Nc2ccc(F)c(F)c2F)no1,7.0%,-7.2,-1.2%,-4.5%,-1.8%,-17.0%,0.2%,-13.3%,3.8%
CCCn1c(=O)c2ccccc2n2c(SCC(N)=O)nnc12,2.4%,1.4,-5.2%,28.7%,2.8%,-9.9%,19.4%,5.2%,-2.5%
O=C1CS/C(=N\C(=O)N2c3ccccc3Sc3ccccc32)N1,1.3%,2.5,-11.2%,-22.8%,52.7%[activator],-15.5%,-12.5%,-6.8%,0.1%
O=C(NN1CCOCC1)c1cc(S(=O)(=O)Nc2cccc(C(F)(F)F)c2)ccc1Cl,-8.4%,-0.3,8.5%,12.3%,-1.0%,-17.1%,40.9%,6.0%,11.9%
CCN(C(=O)COc1cccnc1[N+](=O)[O-])C1CCS(=O)(=O)C1 (centres undefined),-1.0%,0.2,i,-12.4%,6.4%,-19.4%,28.5%,-10.8%,-12.1%
COc1ccccc1NC(=O)CSc1oc(-c2cccs2)nc1S(=O)(=O)c1ccc(C)cc1,2.5%,-1.2,-5.8%,25.5%,?,-23.0%,4.9%,12.3%[2.29 µM],-0.5%
CC(C)Oc1cccc(C(=O)C2CCCN(C(=O)c3ccccn3)C2)c1 (centres undefined),-11.8%,-4.4,0.3%,15.1%,0.5%,-9.1%,19.8%,1.5%,5.0%
